Screening data: PubChem, National Center for Advancing Translational Sciences (NCATS)
RXFP1 ag – RXFP1 (human) receptor agonism. 0.3% of 370,000 active. HEK293T-RXFP1 cAMP TR-FRET, 30 min; response scale: percent of porcine relaxin response, buffer zero. Potency, µM (titrated, usually from 57.5 µM), for the others: at the highest dose activation, hits mostly activators. AID 2676. Q9HBX9; further: potency means the concentration at half of the fitted maximal effect; on the % scale 0 is the no-effect control and ±100 the full control effect; nearly all actives have a fitted effect of over 60% in size; many of its hits are not listed in these tables
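Agonist response is measured as cAMP accumulation in an RXFP1-transfected HEK293T line under PDE4 inhibition. Values are scaled between buffer-only and 29 nM porcine relaxin, and EC50s come from standard Hill equation fits.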
Vif-A3G inh – Vif-A3G binding inhibition; HeLa A3G-eYFP + Vif (tagged APOBEC3G with the HIV-1 protein that degrades it), YFP fluorescence, overnight; 0.076% of 410,000 active; Q9HC16; Potency, µM (doses to about 46.1 µM), without a hit: top-dose activity, negative = active, hits mostly inhibitors;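 further: potency means the concentration at half of the fitted maximal effect; on the % scale 0 is the no-effect control and ±100 the full control effect; nearly all actives have a fitted effect of over 60% in size; hits raise eYFP signal because A3G escapes Vif-driven loss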
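HeLa cells stably expressing Vif and C-terminally eYFP-tagged A3G, seeded overnight at 37 deg C, then exposed to compound by pintool overnight at 37 deg C. Rise in yellow fluorescence (Ex 488/Em 500-530, Acumen) marks blocked Vif-driven A3G degradation.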
LDHA block – LDHA (human) enzyme inhibition; P00338; purified LDHA, NADH/diaphorase-resazurin fluorescence; stronger effect = lower value; activity change, % (values are at about 110 or 230 µM); AID 1347041; 0.15% of 480,000 active; in the data active means activity change below about -30%; inconclusive means mostly about -25% to -30%;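 further: plate controls were DMSO wells for no effect and wells without enzyme for full effect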
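Human LDH5 (2 nM) was incubated with 0.06 mM NADH and 0.2 mM pyruvate for 5 min at room temperature in Tris pH 7.4. Remaining NADH was coupled through diaphorase/resazurin, and resorufin fluorescence was read at 0 and 20 min.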
Vif-A3F inh – blocks the Vif interaction with APOBEC3F; HeLa A3F-eYFP + Vif (tagged APOBEC3F with the HIV-1 protein that degrades it), YFP fluorescence increase; 0.2% of 390,000 active; Potency, µM (titrated, usually from 46.1 µM), for the others: top-dose activity, negative = active; further: potency means the concentration at half of the fitted maximal effect; % of control where 0% means no effect; nearly all actives have a fitted effect of over 65% in size
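HeLa cells stably expressing Vif plus C-terminally eYFP-tagged A3F were seeded, incubated overnight at 37 deg C, dosed with compound, incubated overnight again at 37 deg C. Yellow fluorescence (Ex 488/Em 500-530) reported blocked Vif-mediated A3F-eYFP degradation.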
D1 PAM – potentiators of human D1 dopamine receptor. HEK293 TREx D1 cells, calcium flux, dopamine EC20 potentiation. potentiation, % at 10 µM. 0.036% of 360,000 active; in the data active means potentiation above about 30%; further: 0% is about no effect
Target sequence (P21728 whole entry, looked up): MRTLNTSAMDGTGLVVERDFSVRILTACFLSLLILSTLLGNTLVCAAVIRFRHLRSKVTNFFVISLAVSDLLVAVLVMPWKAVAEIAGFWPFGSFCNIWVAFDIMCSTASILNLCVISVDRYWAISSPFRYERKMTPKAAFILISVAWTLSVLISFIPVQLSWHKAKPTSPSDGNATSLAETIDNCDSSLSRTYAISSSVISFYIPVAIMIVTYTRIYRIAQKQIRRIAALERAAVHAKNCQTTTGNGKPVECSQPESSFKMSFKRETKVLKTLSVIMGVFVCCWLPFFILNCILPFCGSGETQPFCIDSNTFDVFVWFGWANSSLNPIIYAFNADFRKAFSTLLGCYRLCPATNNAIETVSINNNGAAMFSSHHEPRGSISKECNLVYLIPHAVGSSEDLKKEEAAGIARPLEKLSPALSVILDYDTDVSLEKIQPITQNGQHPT
D1 ag – agonists of human D1 dopamine receptor; activation, % at 2 µM; P21728; HEK293 T-REx D1 cells, calcium flux, agonist mode; 1% of 360,000 active; in the data active means activation above about 30%; further: 0% is about no effect
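Tetracycline-induced HEK293 TREx D1 cells, force-coupled to calcium signalling, were dye-loaded with a no-wash calcium kit. Compound was pin-added after a 10 s baseline. Fluorescence was read kinetically at 1 cycle/s for 180 s, with calcium rises flagged as agonism.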
GRP78 ERSR act – induces the endoplasmic reticulum stress response in human glioma cells. U87-MG GRP78 promoter luciferase reporter, 16 h. Potency, µM, without a hit: top-dose activation, actives largely listed as activators. 0.02% of 420,000 active. AID 602332; further: potency means the concentration at half of the fitted maximal effect; series mostly up to about 76 µM; % of control where 0% means no effect; nearly all actives have a fitted effect of over 35% in size
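Stably transfected U87-MG human glioma cells carrying a GRP78-based luminescent sensor were seeded at 1000 cells/well, pin-dosed with compounds and incubated 16 h. Luciferase reagent was then added, and end-point luminescence was read after 10 min at room temperature.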
D1 antag – antagonists of human D1 dopamine receptor | 3.2% of 360,000 active | activity change, negative = inhibition, % at 10 µM | AID 504652 | HEK293 TREx D1 cells, calcium flux, dopamine EC80; stronger effect = lower value | P21728; in the data active means activity change below about -30%; further: on the % scale 0 is the no-effect control and ±100 the full control effect
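Kinetic fluorescence of a calcium dye serves as the read-out. D1-expressing Hek293 Trex cells, induced overnight at 30 C, are exposed to compound for 180 s before an EC80 dopamine addition, then read 180 s further.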
D2 PAM – positively modulates the human D2 dopamine receptor allosterically | HEK293 T-REx D2, calcium flux, EC20 dopamine potentiation | 0.34% of 340,000 active | P14416 | potentiation, % at 10 µM;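 active means potentiation over 3 SD above the plate norm, cut at about 30% in these data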; further: 0% is about no effect
Target sequence (P14416 whole entry, looked up): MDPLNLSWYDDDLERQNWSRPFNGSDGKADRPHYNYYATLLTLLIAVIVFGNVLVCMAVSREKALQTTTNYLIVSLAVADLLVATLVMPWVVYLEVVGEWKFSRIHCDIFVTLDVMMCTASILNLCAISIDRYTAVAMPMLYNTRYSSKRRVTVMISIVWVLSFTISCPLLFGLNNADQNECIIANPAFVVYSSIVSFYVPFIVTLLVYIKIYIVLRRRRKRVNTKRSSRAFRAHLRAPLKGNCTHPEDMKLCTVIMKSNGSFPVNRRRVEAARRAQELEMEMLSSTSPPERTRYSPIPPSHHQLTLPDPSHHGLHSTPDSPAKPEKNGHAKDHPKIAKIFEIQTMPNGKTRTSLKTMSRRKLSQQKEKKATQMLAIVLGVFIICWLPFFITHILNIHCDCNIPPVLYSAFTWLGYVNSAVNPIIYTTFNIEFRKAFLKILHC
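Using a no-wash calcium dye in inducible, force-coupled HEK293 Trex cells expressing D2, we tracked fluorescence each second for 180 s after compound, then for 180 s after EC20 dopamine to detect augmented signalling.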
Starred values were filed as active, the others as inactive; ? = inconclusive; / = not tested or not shown; & = joins results of further samples; ! = a repeat was not active. Unless noted, the call rests on the fitted dose curve; in most records, active means well fitted curve in the direction sought with a large enough effect; inconclusive means small, poorly fitted or top-dose-only effect, or another doubt; inactive means no such curve, though single readings can be large; an effect the other way counts as inactive or inconclusive. Some of the compounds tested; the hit share may differ from the screen's.

SMILES	RXFP1 ag	Vif-A3G inh	LDHA block	Vif-A3F inh	D1 PAM	D1 ag	GRP78 ERSR act	D1 antag	D2 PAM
CCCn1c(=O)c2ccccc2n2c(SCc3nc4ccccc4s3)nnc12	0.2%	-13%	-4	-7%	-6	0	-3%	-8	5
O=C(c1ccco1)N1CCN(c2ccc([N+](=O)[O-])cn2)CC1	/	-3%	3	-11%	/	/	0%	/	/
CCN1CCN(c2nn3c(=O)c4ccccc4nc3c3ccccc23)CC1	3.6%	5%	-3	2%	-3	1	-2%	-15	6
O=C(CCc1nc(-c2ccc(Cl)cc2)no1)NC1CCCC1	0.7%	1%	-2	4%	-6	7	0%	-13	/
Cc1csc(=O)n1CCC(=O)OCc1nnc(-c2ccccc2)o1	0.8%	-3%	2	-28%	-1	3	4%	9	/
Cc1ccc(C)c(Nc2ncnc3onc(C)c23)c1	-0.9%	-1%	-3	-5%	-7	0	-2%	-1	-2
COc1cccc(OC)c1C(=O)Nn1c(-c2cccc(C)c2)nc2ccccc2c1=O	-1.5%	0%	-12	6%	-2	4	-10%	3	1
Cc1cc2c(SCC(=O)NC3CCCCC3)ncnc2s1	12%	4%	-2	-16%	-6	0	-3%	37	/
COc1cccc2c1cc1c(=O)n(CC(=O)O)nc(C)n12	4.3%	-5%	-5	3%	-3	2	-1%	7	-2
CCN(c1ccccc1)S(=O)(=O)c1cccc(C(=O)OCc2nc3sc(C)c(C)c3c(=O)[nH]2)c1	-5.2%	-13%	-5	1%	-2	4	-1%	2	9
Fc1ccc(CN2CCN(c3ncnc4scc(-c5ccccc5)c34)CC2)cc1	-2.4%	4%	1	-1%	8	1	-4%	12	7
COc1ccccc1/C=N/NC(=O)c1csc(C)c1C	1.9%	1%	0	4%	1	0	-1%	0	-12
CC(=O)c1c(C)[nH]c(C(=O)OCC(=O)c2ccc(C)s2)c1C	0.6%	-8%	-4	3%	-7	4	10%	-11	2
CC1CCN(S(=O)(=O)c2cn(CC(=O)N3CCN(c4cccc(C(F)(F)F)c4)CC3)cn2)CC1	2.3%	0%	-5	-1%	-7	0	0%	-3	-4
COc1cccc(/C=N/NC(=O)C(=O)N/N=C/c2cccc(OC)c2OC)c1OC	2.9%	2%	-4	6%	-3	0	-5%	1	-11
CCc1ccc(NC(=O)CSc2nc3ccccc3nc2Cc2ccccc2OC)cc1	-1.2%	4%	6	-17%	-1	1	-4%	8	0
O=C(COc1ccccc1Cl)Nc1ccc2oc(=O)ccc2c1	10%	-1%	-2&0	-16%	-7	2	2%	1	-4
CC(C)OC(=O)c1ccc(NC(=O)CSc2nc(-c3cccs3)cc(C(F)(F)F)n2)cc1	0.0%	1%	-13	-3%	-6	4	-2%	-21	-6
CCCc1cc(=O)n2[nH]c(-c3ccc(Br)cc3)cc2n1	-0.7%	-10%	-6	-4%	-8	1	-2%	-9	-26
COc1ccc(OC)c(S(=O)(=O)N2Cc3ccccc3CC2C(=O)Nc2ccc(C)cc2C)c1 (configuration not stated)	0.3%	/	0	/	0	3	/	-15	-11
c1ccc2cc(OCc3nc4ccccc4[nH]3)ccc2c1	0.0%	4%	-4	-6%	-19	5	3%	3	23
CCOC(=O)C1=C(COC(=O)/C=C/c2ccccc2Cl)NC(=O)NC1C (configuration not stated)	-1.3%	-3%	-1	-29%	9	1	3%	-6	-8
O=C(NCCCN1CCCCC1)c1ccc2c(c1)NC(=O)c1ccccc1S2	1.8%	1%	-4	-5%	-2	2	4%	8	-18
O=C(/C=C/c1cccnc1)/C=C/c1cccnc1	3.3%	-18%	-3	-13%	-2	3	-17%	17	3
CCOc1ccc(NC(=O)N2CCC(c3ccc(C)cc3)C2)cc1 (configuration not stated)	-2.0%&-1.2%	-1%&-2%	-8&-5	0%&-7%	-6&0	1&0	-1%&4%	-31*!	-1&-10
Cc1ccc(C(=O)c2ccccc2C(=O)OCC(=O)NCC2CCCO2)cc1 (configuration not stated)	0.4%	-2%	-7	8%	-6	1	-4%	6	11
CCCCn1c(SCC(N)=O)nc2sc3c(c2c1=O)CCC3	-0.1%	0%	-3	-3%	-8	-3	-2%	-11	-6
CCCCCOc1ccc(N2C(=O)C3C4C=CC(C3C2=O)N(C)C4=O)cc1 (configuration not stated)	-0.8%	1%	3	/	-5	2	-3%	-2	-8
Cc1ccc(S(=O)(=O)N2C[C@H]3N(C(=O)OC(C)C)N(C(=O)OC(C)C)C[C@H](OC(=O)NCc4ccccc4F)[C@@]3(O)C2)cc1	/	-1%	2	-9%	/	/	9%	/	/
COC(=O)c1ccc(COC(=O)CNC(=O)c2ccco2)cc1	0.2%	0%	-7	/	1	-2	-2%	22	-12
Fc1cccc(/C=N/Nc2ccc(Cl)nn2)c1	-4.9%	-1%	-7	-20%	-8	4	8%	-3	-4
CCOC(=O)N1CCC2(CC1)C(C#N)=C(N)Oc1n[nH]c(CSc3ccc(C)cc3)c12	-1.4%	-10%	0	-3%	-2	2	-8%	-39*	10
COc1ccccc1NC(=O)CSc1ccc2nnc(-c3ccc(C)cc3)n2n1	16%	-10%	-7	-13%	-8	5	-2%	5	5
COc1ccc(C(=O)C(OC(=O)CNC(=O)c2ccco2)c2ccccc2)cc1 (configuration not stated)	-0.3%	1%	-6	-1%	-2	25	-5%	-6	-6
CCCCc1nn(-c2cc(Cl)ccc2OC)c2c1C(=O)CCC2	0.4%	-8%	-2&3	-6%	/	8	-3%	-9	24
Cc1cc(-c2ccc(Br)s2)nc(-n2cccc2)n1	?	1%	0	1%	5	4	2%	6	2

One compound at a time, as listed above. Values in the order: RXFP1 ag, Vif-A3G inh, LDHA block, Vif-A3F inh, D1 PAM, D1 ag, GRP78 ERSR act, D1 antag, D2 PAM
Cc1ccc(C)c(Nc2ncnc3onc(C)c23)c1 in the list: -0.9%, -1%, -3, -5%, -7, 0, -2%, -1, -2
CCCc1cc(=O)n2[nH]c(-c3ccc(Br)cc3)cc2n1 in the list: -0.7%, -10%, -6, -4%, -8, 1, -2%, -9, -26
COc1cccc2c1cc1c(=O)n(CC(=O)O)nc(C)n12 in the list: 4.3%, -5%, -5, 3%, -3, 2, -1%, 7, -2
COc1cccc(OC)c1C(=O)Nn1c(-c2cccc(C)c2)nc2ccccc2c1=O in the list: -1.5%, 0%, -12, 6%, -2, 4, -10%, 3, 1
CCN1CCN(c2nn3c(=O)c4ccccc4nc3c3ccccc23)CC1 in the list: 3.6%, 5%, -3, 2%, -3, 1, -2%, -15, 6

(continued)
SMILES	RXFP1 ag	Vif-A3G inh	LDHA block	Vif-A3F inh	D1 PAM	D1 ag	GRP78 ERSR act	D1 antag	D2 PAM
CCOc1c(C)cc(S(=O)(=O)NCc2ccccn2)c(C)c1C	-0.5%	-3%	-5	2%	-11	0	-1%	10	17
O=C(c1ccccc1)N(C(=O)c1ccccc1)c1ncnc2c1C(c1ccccc1)c1c(ccc3ccccc13)O2 (configuration not stated)	-0.4%	-13%	0&-11	2%	-4	2	-1%	11	2
CN(CCCNC(=O)c1cc2c(=O)[nH]c3ccccc3c2n1C)Cc1ccccc1	0.4%	1%	-3	0%	-1	1	-3%	7	-17
Cc1cc(C)c2nc(N(CCCN(C)C)C(=O)c3ccc4c(c3)OCCO4)sc2c1	-0.1%	?	0	-10%	-8	26	-6%	-4	-27
CC(=O)Oc1ccc(C(=O)Nc2nnc(C)s2)cc1	-0.1%	2%	-10	4%	1	3	1%	-23	-5
Cc1ccc2oc(-c3ccccc3)c(C(=O)O)c(=O)c2c1	3.4%	-7%	0	-19%	-1	2	-3%	-25	-10
O=C(CN1C(=O)NC2(CCCCCC2)C1=O)NCc1ccc(F)cc1	/	2%	-7	-4%	/	/	-3%	/	/
C/C(CC(=O)NCCCN1CCOCC1)=N\NC(=O)COc1ccc(Cl)cc1	-0.6%	0%	-1	1%	/	/	-5%	/	/
O=C(NCCN1CCOCC1)c1ccc(NC(=O)C2COc3ccccc3O2)cc1 (configuration not stated)	1.0%	0%	-3	-29%	-4	5	-4%	4	-6
Cc1cc(C)c(Nc2ncnc3c2cnn3C)c(C)c1	0.0%	0%	-3	3%	3	-4	-3%	6	-36
COc1ccc(CCNC(=O)c2cnc3sc(N4CCCCCC4)nn3c2=O)cc1OC	-0.5%	-2%	-11	1%	-4	1	-3%	-7	1

Entries from the list above containing a Cl atom (6):
SMILES	RXFP1 ag	Vif-A3G inh	LDHA block	Vif-A3F inh	D1 PAM	D1 ag	GRP78 ERSR act	D1 antag	D2 PAM
O=C(CCc1nc(-c2ccc(Cl)cc2)no1)NC1CCCC1	0.7%	1%	-2	4%	-6	7	0%	-13	/
O=C(COc1ccccc1Cl)Nc1ccc2oc(=O)ccc2c1	10%	-1%	-2&0	-16%	-7	2	2%	1	-4
CCOC(=O)C1=C(COC(=O)/C=C/c2ccccc2Cl)NC(=O)NC1C (configuration not stated)	-1.3%	-3%	-1	-29%	9	1	3%	-6	-8
Fc1cccc(/C=N/Nc2ccc(Cl)nn2)c1	-4.9%	-1%	-7	-20%	-8	4	8%	-3	-4
CCCCc1nn(-c2cc(Cl)ccc2OC)c2c1C(=O)CCC2	0.4%	-8%	-2&3	-6%	/	8	-3%	-9	24
C/C(CC(=O)NCCCN1CCOCC1)=N\NC(=O)COc1ccc(Cl)cc1	-0.6%	0%	-1	1%	/	/	-5%	/	/
